Source: PubChem
SRC1 TRFRET art: counter-screen for PPARgamma SRC-1 recruitment agonists: TR-FRET artefact | 0.34% of 99,000 active | TR-FRET ratio at 8 µM | AID 1051 | TR-FRET detection artefact counter-screen, emission ratio; hits give high values; in the data active = TR-FRET ratio above about 2300; note: inactives centre near 1800; reference of the scale not given here
SRC3 TRFRET art: flags TR-FRET format artefacts in PPARgamma SRC-3 recruitment agonist screen. 0.39% of 99,000 active. TR-FRET ratio at 8 µM. TR-FRET artefact counter-screen, PPARgamma/SRC-3 format; hits give high values; in the data active = TR-FRET ratio above about 2000; note: inactives centre near 1600; reference of the scale not given here
An asterisk follows results filed as active.

Results follow in this order: SRC1 TRFRET art | SRC3 TRFRET art
Cc1nc(N2CCC(C)CC2)c2c(C)c(C(=O)Nc3ccc(C(F)(F)F)cc3)sc2n1
    1898 | 1729
Cc1ccc(-n2cccn2)c(CN2CCCC(C(=O)c3ccc4c(c3)OCO4)C2)c1 (centres undefined)
    1554 | 1537
CC(=O)Nc1ccc(OCC(=O)NCCc2ccc(Cl)cc2)cc1
    1591 | 1710
CCCCc1nnc(NC(=O)C2CC(=O)N(c3ccc4c(c3)OCCO4)C2)s1 (centres undefined)
    1829 | 1698
CCOC(=O)C1=C(CS(=O)(=O)c2ccc(C)c(C)c2)NC(=O)NC1c1ccc(O)cc1 (centres undefined)
    1580 | 1492
CC1CCCN(CCOCCSc2ccccc2)C1 (centres undefined)
    1854 | 1500
COc1ccc(-c2n[nH]c(=S)n2/N=C/C=C/c2ccccc2OC)cc1
    1886 | 1469
COc1ccc2c(Cl)c(C(=O)N/N=C/c3c(C)[nH]c4ccccc34)sc2c1
    1711 | 1589
COc1ccc(C(CC(=O)Nc2ccccc2OC)n2cccc2)cc1 (centres undefined)
    1584 | 1621
C/C(=N\NC(=O)C(N)=O)c1ccc(Br)cc1
    1936 | 1886
Cc1ccc(-n2c(=S)[nH]c3c(oc4ccccc43)c2=O)cc1
    1744 | 1569
O=C1CC(c2ccccc2)=NN1c1nc(-c2ccccc2)cs1
    1971 | 1503
CCOC(=O)C1(CC2CCCCO2)CCN(S(=O)(=O)c2ccccc2)CC1 (centres undefined)
    1642 | 1478
CC(Sc1nc(=O)cc(N)n1CCc1ccccc1)C(=O)NCc1ccccc1 (centres undefined)
    1663 | 1581
CCC(C)NCCOc1ccc(C(C)(C)c2ccccc2)cc1 (centres undefined)
    2044 | 1706
Cc1nc2cc(NC(=O)Nc3ccc(Br)cc3)ccc2o1
    1747 | 1601
Cc1[nH]n(-c2ccccc2)c(=O)c1/C=N/NC(=O)c1ccoc1C
    1676 | 1481
O=C(CSc1ccc(-c2ccc(Cl)cc2)nn1)Nc1ccc2c(c1)OCCO2
    1626 | 1503
CCOC(=O)c1c(-c2ccccc2)csc1NC(=S)NC
    2080 | 1726
O=C(CSc1nnc(Cn2c(=O)sc3ccccc32)n1-c1ccccc1)N1CCCC1
    1816 | 1727

Other results.
Results follow in this order: SRC1 TRFRET art | SRC3 TRFRET art
O=C1C(C=Nc2ccc(F)cc2)=C(O)c2ccccc21
    1898 | 1574
Cc1cc2oc(C(=O)Nc3ccc(S(=O)(=O)N4CCCC(C)C4)cc3)cc(=O)c2cc1Cl (centres undefined)
    1626 | 1496
COc1ccc(C2C3=C(CC(C)(C)CC3=O)OC(N)=C2[N+](=O)[O-])cc1 (centres undefined)
    1857 | 1689
O=C(Nc1nc(-c2ccc(Oc3ccccc3)cc2)cs1)C1=COCCO1
    1581 | 1472
Cc1ccc(N=Nc2[nH]c3ccccc3c2O)cc1
    1968 | 1926
COc1ccccc1OCC#CCNC1CCCCC1C (centres undefined)
    1614 | 1542
COc1ccccc1-n1ccnc1SCC(=O)NCc1ccco1
    1813 | 1759
O=C(CNC(=O)c1ccc(N2C(=O)c3ccccc3C2=O)cc1)OCC(=O)c1cccc2ccccc12
    1581 | 1483
O=C(c1cccnc1)N1N=C(c2cccs2)CC1c1ccc(F)cc1 (centres undefined)
    1825 | 1728
CCOc1ccc(Br)cc1S(=O)(=O)N1CCC(C(=O)O)CC1
    1717 | 1485
Cc1ccc(N(CC(=O)N/N=C/c2ccc(OC3CSC3)cc2)S(=O)(=O)c2ccccc2)c(C)c1
    1822 | 1500
O=C(NCC1CCCO1)c1ccc2c(=O)n(-c3ccccc3)c(=S)[nH]c2c1 (centres undefined)
    1756 | 1117
O=S(=O)(NCc1cccnc1)c1cccn1-c1ncc(C(F)(F)F)cc1Cl
    1647 | 1484
COCCn1c(=NC(=O)/C=C/c2ccccc2Cl)sc2cc(NC(C)=O)ccc21
    1722 | 1740
Cc1ccccc1NC(=O)C1CCCN1/C=C/C(=O)C(F)(F)F (centres undefined)
    1888 | 1617
COC(=O)c1cn(NC(=O)c2ccccc2[N+](=O)[O-])c(=O)c2ccccc12
    1856 | 1662
CCOC(=O)c1sc(N)c(C(=O)Nc2ccccc2)c1C
    1670 | 1621
COC(=O)c1ccc(-n2c(C)cc(/C=N/n3cnnc3)c2C)cc1
    1668 | 1877
CC(=O)Nc1cccc(NC(=S)Nc2ccc(F)cc2F)c1
    1670 | 1696
Cc1ccc(-n2c(SCC(=O)NCc3ccco3)nc3c(sc4ccccc43)c2=O)cc1
    1833 | 1816

The listing continues:
Results follow in this order: SRC1 TRFRET art | SRC3 TRFRET art
CCCS(=O)(=O)N1CCN(Cc2ccccc2[N+](=O)[O-])CC1
    1946 | 1553
COC(=O)c1ccc(-c2noc(CN(Cc3ccncc3)CC3CCCO3)n2)cc1 (centres undefined)
    1906 | 1537
COCC1CCN(c2nc3nonc3nc2N2CCSCC2)C1 (centres undefined)
    1714 | 1577
COc1ccc(C2CC(c3cccc(Cl)c3)n3nc(N)nc3N2)cc1 (centres undefined)
    1904 | 1607
COc1ccc(-n2c(=S)[nH]c3cc(C(=O)NCCCN4CCOCC4)ccc3c2=O)c(OC)c1
    1341 | 1565
c1ccc2c(Nc3ccc4c(c3)OCCO4)c3c(nc2c1)CCC3
    1957 | 1605
COc1cc2nc(SCC(=O)c3ccc(Br)cc3)n3nc(C)nc3c2cc1OC
    1742 | 1521
CCOc1ccc(CCNC(=O)c2nnc(Cc3ccc(F)cc3)o2)cc1OCC
    1798 | 1517
CCN(CC)C1=N/C(=C\c2ccco2)C(=O)N1c1ccccc1
    1729 | 1615
CCn1c(O)c(N=NC(=S)NCC2CCCO2)c2ccccc21 (centres undefined)
    1742 | 1728
N#Cc1c(-c2ccccc2)cc(C2CC2)nc1SCC(=O)O
    1702 | 1374
CC(C)(CNS(C)(=O)=O)SCc1ccc(Cl)cc1
    1596 | 1537
CCOC(=O)c1ccccc1Cc1nc2ccccc2c(=O)[nH]1
    1949 | 1617
CC(NC(=O)Cc1ccccc1)c1ccc(F)cc1 (centres undefined)
    2084 | 1415
CCOC(=O)C1CCN(CC(O)COCc2cccs2)CC1 (centres undefined)
    1965 | 1740
C/C(CC(=O)Nc1cccc(Cl)c1C)=N\NC(=O)Cc1csc(N)n1
    1602 | 1491
O=C(N/N=C/c1ccc2ncccc2c1)c1ccco1
    1885 | 1593
CC(=O)Oc1ccc(C(=O)Nc2cccc(C(=O)NC(C)(C)C)c2)cc1
    1597 | 1612
O=C(c1ccc(Cl)cc1)[C@@H]1[C@@H]2C(=O)N(c3ccc(Cl)cc3)C(=O)[C@@H]2C2c3ccccc3C=NN21 (some centres undefined)
    1838 | 1476
O=C(O)c1cc(-c2ccccc2)n(-c2ccc(Cl)cc2)n1
    1612 | 1651

(list continues)
Results follow in this order: SRC1 TRFRET art | SRC3 TRFRET art
Cc1ccc(C(=O)OCc2nc(N)nc(Nc3ccccc3C)n2)cc1
    1995 | 1513
CCC(=O)c1ccc(/C=C/c2nc3ccccc3n2C)o1
    1982 | 1816
CN(C(=O)c1cccc(COc2ccc(Cl)cc2Cl)c1)c1ccccc1
    1865 | 1494
COC(=O)c1ccc2nc(NC(=O)C(C)(C)C)sc2c1
    1915 | 1523
Cc1ccc(Nc2nc(CSc3nnc(-c4ccncc4)n3C)cs2)cc1
    1794 | 1543
O=C1OC(Nc2cc(Br)cc3cccnc23)c2ccccc21 (centres undefined)
    1937 | 1626
CC(=O)Nc1ccc2c(c1)c1ccccc1n2C(C)=O
    1826 | 1626
COc1ccc(/C=N/NC(=O)Cn2cnc3ccccc3c2=O)cc1
    1729 | 1504
CCc1cccc(CC)c1NC(=O)COC(=O)c1cccc(S(=O)(=O)N2CCc3ccccc3C2)c1
    1718 | 1706
O=C(COC(=O)c1cccc(NS(=O)(=O)c2ccc(F)c(F)c2)c1)NC(=O)NC1CCCC1
    2092 | 1703
CCn1nnc(-c2ccc(N)cc2)n1
    1868 | 1537
Cc1ccc(C(=O)c2ccccc2C(=O)OCC(=O)Nc2cccc([N+](=O)[O-])c2)cc1
    1794 | 1536
CCOC(=O)c1sc2nc(CN3CCCCC3)nc(Cl)c2c1C
    1832 | 1428
CCCCNC(C(=O)Nc1ccc([N+](=O)[O-])cc1Br)c1ccccc1 (centres undefined)
    1809 | 1507
CCOc1ccc2nc(N3C(=O)/C(=C/c4ccc(Cl)cc4)NC3=S)sc2c1
    1686 | 1599
Cc1sc2nc(SCC(=O)N(CCO)CCO)nc(N)c2c1C
    1935 | 1647
O=[N+]([O-])c1ccc(N2CCCC2)cc1NC1CC1
    1869 | 1784
CCN(CC)S(=O)(=O)c1cc(C(=O)OCC(=O)NC2CCCc3ccccc32)ccc1C (centres undefined)
    2023 | 1482
Cc1ccc(-c2nc(CN(CC3CCC3)CC3CCCO3)c(C)o2)s1 (centres undefined)
    1509 | 1586
CC1C/C(=N/NC(=O)c2ccc(CSc3nc4ccccc4[nH]3)cc2)CC(C)(C)C1 (centres undefined)
    1750 | 1575

More structures follow:
Results follow in this order: SRC1 TRFRET art | SRC3 TRFRET art
CC(C)CC(COCc1ccc(F)cc1)N1CCN(C(=O)c2cccc(C(F)(F)F)c2)CCC1=O (centres undefined)
    1830 | 1381
Cn1nnnc1SCC1=C(C(=O)O)N2C(=O)C(NC(=O)C3CC3c3ccccc3)C2SC1 (centres undefined)
    1649 | 1715
Cc1ccc(CNC(=O)C2CCCN(c3nn4c(=O)cc(C)nc4s3)C2)cc1 (centres undefined)
    1771 | 1662
Cc1nn(Cc2ccccc2)c(C)c1/C=N/NC(=O)CNc1cccc(C(F)(F)F)c1
    1824 | 1740
COc1cc(OC)cc(C(=O)NCC(=O)OCC(=O)C(C)(C)C)c1
    1829 | 1474
CC(=O)c1ccc(NC(=O)C(C)N2CCN(C/C=C/c3ccccc3)CC2)cc1 (centres undefined)
    1741 | 1423
N#Cc1c(N)n(CCNC(=O)c2ccccc2)c2nc3ccccc3nc12
    1888 | 1441
CC(C)(C)C(=O)Nc1nnc(SCC(=O)Nc2ccc3c(c2)OCO3)s1
    1861 | 1607
CCOC(=O)c1c(C)[nH]c(C(=O)CN2CCOCC2)c1C
    1781 | 1795
COc1ccc(CC(=O)Nc2cccc(-c3nnc(-c4ccc(C)cc4)o3)c2)cc1OC
    1816 | 1435
Cc1cc(C)nc(SCc2ccc(C(=O)N/N=C/c3ccccc3C(=O)O)cc2)n1
    1748 | 1480
CCOC(=O)Cc1csc(NC(=O)c2ccc(S(=O)(=O)N3CCOCC3)cc2)n1
    1735 | 1329
O=C(Nc1nnc(SCC(=O)N2CCCc3ccccc32)s1)c1cccc2ccccc12
    1950 | 1560
Cc1noc(C)c1CSc1nc2ccccc2s1
    1735 | 1413
O=C(NC1CCCCC1)Nn1c(-c2ccccc2)nc2ccccc2c1=O
    1994 | 1514
O=C(O)c1ccc(NS(=O)(=O)c2ccc3c(c2)C2C=CCC2C(c2ccccc2F)N3)cc1 (centres undefined)
    2304 | 1673
COC(=O)c1ccc(N2CCN(C(C)=O)CC2)c(NC(=O)c2cccnc2)c1
    1753 | 1606
O=C(Nc1ccccc1-c1nc2ccccc2[nH]1)c1ccc(N2C(=O)CCC2=O)cc1
    1959 | 1551
O=C(CN1CCCCCC1)N/N=C/c1cccc(Cl)c1
    1547 | 1539
S=C(NCCc1ccncc1)Nc1cccc2ccccc12
    1951 | 1553

Part of the list above, set out differently.
Molecule	SRC1 TRFRET art	SRC3 TRFRET art
O=C(COC(=O)c1cccc(NS(=O)(=O)c2ccc(F)c(F)c2)c1)NC(=O)NC1CCCC1	2092	1703
CCOC(=O)C1CCN(CC(O)COCc2cccs2)CC1 (centres undefined)	1965	1740
CCOC(=O)c1ccccc1Cc1nc2ccccc2c(=O)[nH]1	1949	1617
CCCCNC(C(=O)Nc1ccc([N+](=O)[O-])cc1Br)c1ccccc1 (centres undefined)	1809	1507
c1ccc2c(Nc3ccc4c(c3)OCCO4)c3c(nc2c1)CCC3	1957	1605
O=C(CN1CCCCCC1)N/N=C/c1cccc(Cl)c1	1547	1539

(cont.)
Results follow in this order: SRC1 TRFRET art | SRC3 TRFRET art
CCn1c(SCC(=O)NNC(=O)c2ccc(C)cc2)nnc1-c1ccco1
    1755 | 1519
C=C(C)Cn1c(C2CC(=O)N(c3ccccc3F)C2)nc2ccccc21 (centres undefined)
    1928 | 1513
CCN1C(=O)c2ccccc2S(=O)c2ccc(C(=O)NCc3ccccn3)cc21 (centres undefined)
    1933 | 1601
CCC(O)(CC)C(=O)N=Nc1c(O)[nH]c2ccccc12
    1864 | 1494
CC(C)(C)C1C=C(Sc2ccccc2)C(=O)O1 (centres undefined)
    1813 | 1718
CCc1ccc(NC(=O)c2cc(CC(C)C)on2)cc1
    1621 | 1477
COC(=O)c1nn(-c2cccc(C)c2)c2nnc(Cc3ccc(C)cc3)c(=O)n12
    1894 | 1582
O=C1c2ccccc2C(=O)c2c1cccc2N1CCCC1
    1571 | 1430
CN1CCc2c(sc(N)c2C(=O)O)C1
    1822 | 1654
CCN(CC)S(=O)(=O)c1cc(C(=O)OCC(=O)Nc2c(F)cccc2F)ccc1F
    1742 | 1603
Cc1ccc(N=C2NC(=O)/C(=C/C=C/c3ccco3)S2)cc1
    1725 | 1353
Nc1nncn1C(=O)c1ccc(Cl)cc1Cl
    2008 | 1813
COc1cc(NC(=S)NC(=O)c2ccc(F)cc2)ccc1NC(=O)c1ccco1
    1771 | 1671
COc1ccc(C(=O)CC(=O)C(=O)NCCc2cccc(C)c2)cc1
    1744 | 1610
Cc1c(C#N)c(NC(=O)CCl)n(Cc2ccc(F)cc2)c1C
    1908 | 1697
COc1ccc(C2C([N+](=O)[O-])=C(C)N(C)C(=O)N2C)cc1OC (centres undefined)
    2080 | 1488
O=S(=O)(NCCCc1ccccc1)c1ccc(Cl)cc1
    1756 | 1600

An excerpt of these results, with each value named.
> CN(C(=O)c1cccc(COc2ccc(Cl)cc2Cl)c1)c1ccccc1
- SRC1 TRFRET art = 1865
- SRC3 TRFRET art = 1494

> COC(=O)c1ccc2nc(NC(=O)C(C)(C)C)sc2c1
- SRC1 TRFRET art = 1915
- SRC3 TRFRET art = 1523

> Cc1ccc(Nc2nc(CSc3nnc(-c4ccncc4)n3C)cs2)cc1
- SRC1 TRFRET art = 1794
- SRC3 TRFRET art = 1543

Not all compounds are listed, so the mix of outcomes need not match the whole.
